# Wnt bcat act = Wnt/beta-catenin pathway activators, primary screen, cell-based, plate reader, single point; activation, % at 9.35 µM; actives 1.2% (n = 300,000); Wnt/beta-catenin reporter cell assay, activator; in the data active means activation above about 30%, passing the limit was not always enough;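 further: 0% = neutral control wells and 100% = positive control wells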
# DAGLB inh = DAGLB lipase inhibitors, primary screen, biochemical, fluorescence, HTS; Diacylglycerol lipase-beta (Homo sapiens), Q8NCG7; HEK293T DAGLB membrane lysate, EnzChek fluorogenic substrate; inhibition, % at 5.17 µM; actives 0.059% (n = 340,000); AID 504411, 2011; in the data active means inhibition above about 34%;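 further: 0% = enzyme with vehicle and 100% = wells lacking enzyme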
# Target sequence (Q8NCG7 whole entry, looked up): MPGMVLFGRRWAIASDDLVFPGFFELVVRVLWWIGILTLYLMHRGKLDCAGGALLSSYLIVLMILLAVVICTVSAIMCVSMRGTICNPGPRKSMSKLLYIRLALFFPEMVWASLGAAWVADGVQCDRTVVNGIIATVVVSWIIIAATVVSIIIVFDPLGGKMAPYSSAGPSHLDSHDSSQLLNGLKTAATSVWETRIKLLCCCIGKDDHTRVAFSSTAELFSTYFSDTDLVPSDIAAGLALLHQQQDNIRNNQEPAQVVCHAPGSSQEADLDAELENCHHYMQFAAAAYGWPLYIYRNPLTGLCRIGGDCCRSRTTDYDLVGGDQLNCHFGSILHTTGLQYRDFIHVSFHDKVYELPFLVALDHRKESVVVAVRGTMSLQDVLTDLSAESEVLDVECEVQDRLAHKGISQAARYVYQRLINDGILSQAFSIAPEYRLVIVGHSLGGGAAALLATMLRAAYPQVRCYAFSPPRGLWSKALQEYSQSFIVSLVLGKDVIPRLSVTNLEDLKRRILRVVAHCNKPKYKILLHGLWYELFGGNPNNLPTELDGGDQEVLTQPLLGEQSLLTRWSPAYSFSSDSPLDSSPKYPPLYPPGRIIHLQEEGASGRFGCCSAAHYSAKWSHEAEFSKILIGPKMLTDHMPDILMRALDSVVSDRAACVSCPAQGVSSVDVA
# phage Ecoli inh = growth loss of phage-infected E. coli, primary screen, RecBCD inhibitor project, absorbance, with phage, HTS | inhibition, % at 11.9 µM | actives 0.26% (n = 360,000) | AID 651602, 2012; in the data active means inhibition above about 11%
# * marks the source's active call; other numbers are inactive results. An excerpt. The share of hits here may be higher or lower than overall.
SMILES,Wnt bcat act,DAGLB inh,phage Ecoli inh
CCn1c(=O)c2[nH]c(SC)nc2n(CC)c1=O,23,-3,0.2
CCOC(=O)C1=C(C)NC(C)=C(C(=O)OCC)C1c1cccc([N+](=O)[O-])c1,-5,-7,3.7
O=c1c2cc(C(F)(F)F)ccc2sn1-c1ccccc1,4,5,5.9
C[C@@H]1CN([C@@H](C)CO)C(=O)CCCn2nncc2CO[C@H]1CN(C)S(=O)(=O)c1cccc(C#N)c1,0,2,1.6
Cc1cccc(C)c1NC(=O)CN1CCN(C(=O)CNC(=O)c2ccc(-c3ccccc3)cc2)CC1,7,-2,2.2
COC(=O)C1(C)CCCC2(C)c3cc(OC)ccc3C(=O)C(Br)C12 (stereo unspecified),-3,-5,0.8
CC(C)CC#Cc1ccc2c(c1)O[C@H](CN(C)C(=O)Nc1ccccc1)[C@@H](C)CN([C@H](C)CO)S2(=O)=O,-5,-1,2.6
C[C@H]1CN([C@@H](C)CO)C(=O)CCCn2nncc2CO[C@@H]1CN(C)C(=O)c1ccc2ccn(C)c2c1,-1,0,1.3
C[C@@H]1CN([C@@H](C)CO)C(=O)CCCn2nncc2CO[C@H]1CN(C)C(=O)c1cc(-c2ccccc2)on1,-3,0,2.9
C[C@@H]1CN([C@@H](C)CO)C(=O)CCCn2nncc2CO[C@H]1CN(C)C(=O)C1CC1,-3,-1,-0.2
Cc1cccc(N(CC(=O)N2CCCC2)S(C)(=O)=O)c1C,-1,1,2.2
C[C@@H]1CN([C@@H](C)CO)S(=O)(=O)c2ccc(Br)cc2O[C@@H]1CN(C)C(=O)c1ccccn1,-2,-3,0.4
O=c1c2ccccc2nnn1CCc1ccccc1,43*,-8,4.4
O=C(OCc1cn([C@@H]2CN(C(=O)C3CCCCC3)[C@@H](c3ccccc3)C[C@H]2O)nn1)c1ccccc1,-3,-2,1.2
CCN(C1CCCCC1)S(=O)(=O)CCNC(=O)c1ccc(OC)cc1,-4,2,3.4
COc1ccc2c(c1)CCO[C@]21O[C@H](CCO)C[C@H](O)[C@H]1O,-4,-2,3.7
C[C@H]1CN([C@@H](C)CO)C(=O)CCCn2nncc2CO[C@@H]1CN(C)S(=O)(=O)c1ccc2ccccc2c1,-2,0,4.3
COc1ccc(Cl)cc1S(=O)(=O)NC(C)c1cnn(-c2ccccn2)c1C (stereo unspecified),5,-2,1.8
CN(C)Cc1ccccc1CNC(=O)c1ccc(Cl)c(S(=O)(=O)NC2CC2)c1,-6,1,4.3
Cc1ccccc1S(=O)(=O)N(C)C[C@@H]1OCc2cnnn2CCCC(=O)N([C@H](C)CO)C[C@@H]1C,-4,-2,0.2

# Four compounds from above, ordered by the value under phage Ecoli inh, ascending.
SMILES,Wnt bcat act,DAGLB inh,phage Ecoli inh
C[C@@H]1CN([C@@H](C)CO)C(=O)CCCn2nncc2CO[C@H]1CN(C)C(=O)C1CC1,-3,-1,-0.2
C[C@@H]1CN([C@@H](C)CO)C(=O)CCCn2nncc2CO[C@H]1CN(C)C(=O)c1cc(-c2ccccc2)on1,-3,0,2.9
COc1ccc2c(c1)CCO[C@]21O[C@H](CCO)C[C@H](O)[C@H]1O,-4,-2,3.7
CN(C)Cc1ccccc1CNC(=O)c1ccc(Cl)c(S(=O)(=O)NC2CC2)c1,-6,1,4.3

# The results go on.
SMILES,Wnt bcat act,DAGLB inh,phage Ecoli inh
O=C(Cn1cc(C(F)(F)F)ccc1=O)Nc1ccc2c(c1)OCO2,-9,-1,1.8
CCC[C@H]1CN(c2ccc(Br)cc2)C(=O)[C@@H]1CC(=O)Nc1ccccc1,-3,-8,-2.3
Cc1cc(Cl)ccc1OCC(=O)OCC(=O)Nc1ccc(Cl)cn1,-2,-3,1.3
CC1CCN(C(=O)CSc2nnc(-c3ccco3)n2N)CC1,0,-2,3.9
C[C@@H]1CN([C@@H](C)CO)C(=O)c2cc(Br)cnc2O[C@@H]1CN(C)Cc1cncnc1,-1,-3,4.3
C[C@@H]1CN([C@H](C)CO)C(=O)CCCn2nncc2CO[C@@H]1CN(C)C(=O)CCC(F)(F)F,-2,1,0.9
COc1ccc([C@H]2N[C@]3(CCCN(Cc4ccco4)C3=O)[C@H]3C(=O)N(C)C(=O)[C@@H]23)cc1,-1,1,2.3
C[C@H]1CN([C@@H](C)CO)C(=O)CCCn2nncc2CO[C@@H]1CN(C)S(=O)(=O)c1ccc(-n2cccn2)cc1,-1,0,1.7
C[C@H]1CN(c2ccccc2)C(=O)[C@@H]1CC(=O)Nc1ccc(Br)cc1,2,-6,3.2
Nn1c(SCC(=O)N2CCCC2)nnc1-c1cccs1,-1,-1,0.7
Cc1ccc(C(=O)NCC(=O)Nc2ccccc2C)o1,15,-1,2.9
COC(=O)c1ccc(CSc2ccccc2NC(=S)Nc2cccc(SC)c2)o1,9,-3,2.6
CC1(C)CC(=O)C=C(c2ccc(-c3cnc4ccccc4c3)cc2)C1=O,-2,-3,4.5
Cc1cn([C@H]2C[C@H](O)[C@@H](CNC(=O)[C@H](N)Cc3cscn3)O2)c(=O)[nH]c1=O,2,-7,3.5
COc1ccc(S(=O)(=O)N2CCOCC2)cc1NC(=O)C1CC(=O)N(c2ccc3c(c2)OCCO3)C1 (stereo unspecified),-3,-1,-1.9
CC(C)OC(=O)N(C)C[C@@H]1OCc2ccccc2-c2c(n(C)c3ccccc23)C(=O)N([C@@H](C)CO)C[C@H]1C,-2,2,1.5
c1ccc2c(C3OCC4(CCCCC4)CO3)cccc2c1,-5,-25,3.6
C[C@@H]1CCCCO[C@H](CN(C)C(=O)Nc2ccc(F)cc2)[C@@H](C)CN([C@H](C)CO)C(=O)c2cc(N(C)C)ccc2O1,-5,0,3.3
CCOC(=O)c1cnc2cc(-c3ccc(C)cc3)nn2c1C,-2,-26,0.3
CC[C@H](C)[C@H]1CNC(=S)N1CC1CCN(CCC(C)C)CC1,-1,-1,2.7
O=C(O)c1ccccc1Cc1ccc(F)c2ccccc12,-4,0,2.2
Cc1ccc(-n2c(COc3ccccc3)nnc2SCC(=O)O)cc1,62*,0,1.2
C[C@H](CO)N1C[C@H](C)[C@@H](CN(C)Cc2cccnc2)Oc2ncc(-c3cccc(C#N)c3)cc2C1=O,-1,-2,1.0
C[C@@H]1CN([C@H](C)CO)C(=O)c2cc(C#CC3CC3)cnc2O[C@H]1CN(C)S(C)(=O)=O,-1,2,2.9
c1ccc2cc(C3OCC4(CCCC4)CO3)ccc2c1,0,-13,3.0
O=C(COC(=O)c1ccc(F)cc1F)Nc1ccc(S(=O)(=O)N2CCOCC2)cc1,1,-1,1.9
C[C@@H]1CN([C@@H](C)CO)C(=O)CCCn2nncc2CO[C@H]1CN(C)C(=O)c1ccc(N2CCN(C)CC2)cc1,1,-1,0.9
CC1=C(C(=O)N(C)C)CC(CC(=O)NC(c2ccccc2)c2ccccc2)C(=O)N1Cc1ccc(F)cc1 (stereo unspecified),-1,-2,-4.4
O=C1OC(c2ccccc2)(c2ccccc2)c2ccsc21,-1,-3,2.9
O=C(Nc1ccc(C(=O)O)cc1)/C(=C\c1ccco1)NC(=O)c1ccc(Br)cc1,-1,-1,0.8
CS(=O)(=O)N(CCc1ccccc1)CC(=O)N1CCCCCC1,17,0,0.4
COc1ccc(CN(C)CCCn2ccc(NC(=O)OCc3ccccc3)nc2=O)cc1OC,0,2,1.9
CCCNC(=O)N(C)C[C@@H]1Oc2cc(C#C[C@H](C)O)ccc2S(=O)(=O)N([C@H](C)CO)C[C@H]1C,-3,1,0.6
CCCC1NC(=O)c2cc3ccccc3cc2-n2c1nc1cc(F)ccc1c2=O (stereo unspecified),-5,5,3.0
C[C@H]1CN([C@@H](C)CO)C(=O)CCCn2cc(nn2)CO[C@@H]1CN(C)C(=O)c1cc(-c2ccccc2)on1,-1,1,3.0
CC(C)c1cc(C(=O)OCC(=O)NC2CC2)c(O)c(C(C)C)c1,1,-5,-1.2
CNC(=O)C[C@H]1C(=O)N(C2CCCCC2)C[C@@H]1CSC,-1,-1,5.4
NC1(CO)COC(c2ccccc2)OC1 (stereo unspecified),2,-2,1.6
C[C@@H]1Cn2cnc(C(=O)NCC(=O)OC(C)(C)C)c2C(=O)N1,-1,-3,2.1
COc1ncnc2c1ncn2CCCNCc1ccco1,-1,-2,3.2
O=C(NCc1ccccc1F)C1CC(=O)N(Cc2ccco2)C1 (stereo unspecified),-4,-1,2.7
Cc1ccc(NC(=O)CSCC(=O)N(C)Cc2c(F)cccc2Cl)cc1,-4,-9,3.8
CC(C)c1ccc(Nc2nc(N3CCOCC3)nc(N3CCOCC3)n2)cc1,-3,-4,1.1
CN1CCN(c2ccncc2S(=O)(=O)N2CCCC2)CC1,-1,-2,-0.6
C[C@@H]1CCCCO[C@@H](CN(C)S(=O)(=O)c2ccc(F)cc2)[C@@H](C)CN([C@H](C)CO)C(=O)c2cc(N(C)C)ccc2O1,-7,0,1.5
c1ccc(N=NC2=NN(c3ccccc3)CS2)cc1,54*,41*,-0.2
C[C@H]1CN([C@@H](C)CO)C(=O)CCCn2nncc2CO[C@@H]1CN(C)S(=O)(=O)c1cn(C)cn1,2,-1,1.4
CCCCCCN1C[C@H](n2cc(-c3ccc(F)cc3)nn2)[C@@H](O)C[C@@H]1c1ccc(OC)cc1,0,-3,0.4
CC1=C(C(=O)N2CCOCC2)CC(CC(=O)NCC2CCCCC2)C(=O)N1CCC1=CCCCC1 (stereo unspecified),-1,0,0.1
Fc1ccc(-c2nc3c4ccccc4ccn3c2Cc2ccccc2)cc1,-1,-3,0.2
Cc1ccccc1NC(=O)Cc1nc(COC(=O)CNC(=O)c2ccc(Cl)cc2Cl)cs1,-1,-3,1.4
O=C(Cn1sc2ccccc2c1=O)Nc1ccc(F)cc1,-1,-1,4.5
COc1ccc(C(=O)OCc2cc(=O)oc3c(C)c(C)ccc23)cc1S(=O)(=O)N1CCOCC1,9,3,2.5
CCCC1NC(=O)c2cc3ccccc3cc2-n2c1nc1ccc(C)cc1c2=O (stereo unspecified),-2,6,-0.4
C[C@H](CO)N1C[C@H](C)[C@@H](CN(C)S(=O)(=O)c2cn(C)cn2)Oc2ncc(Br)cc2C1=O,0,-4,0.4
COc1cccc(CSC(C(=O)O)c2ccccc2)c1 (stereo unspecified),2,-2,3.9
CC1C(=O)N(Cc2cn(CCC3OCCO3)nn2)CCS(=O)(=O)N1Cc1ccc(-c2ccccc2)cc1 (stereo unspecified),-1,2,2.1
C[C@H](CO)N1C[C@H](C)[C@@H](CN(C)Cc2cccc3c2OCCCO3)OCc2cnnn2CCCC1=O,-2,-2,2.2
COc1ccc(S(=O)(=O)N2CCCCCC2)cc1NC(=O)Cc1cccc(C(F)(F)F)c1,-16,-5,2.5
Cc1cc(/C=N/NC(=O)c2ccoc2C)cc(C)c1O,0,-6,0.1

# Next section.
SMILES,Wnt bcat act,DAGLB inh,phage Ecoli inh
CCCCn1c(N)c(N(Cc2ccccc2OC)C(=O)C(C)Oc2cccc(Cl)c2)c(=O)[nH]c1=O (stereo unspecified),-3,4,1.5
CC(=O)NCCc1ccc(C(=O)COC(=O)c2cccs2)cc1,5,-4,0.5
CC1(C)CC(=O)C2=C(C1)OC1=C(C(=O)CC(C)(C)C1)C2c1ccccc1Cl,-6,1,1.4
C[C@H](CO)N1C[C@H](C)[C@@H](CN(C)C(=O)c2cc(-c3ccccc3)on2)OCc2cnnn2CCCC1=O,-1,-2,3.1
COc1cc2c(cc1OC)C(O)=CC(=O)C2=O,-5,4,1.6
Cc1ccc(N(CC(=O)NC(C)C)C(=O)CCC(=O)Nc2ccccn2)c(C)c1,-1,1,3.7
COc1ccc(C(C)=NNS(=O)(=O)c2ccc(C)cc2)cc1OC,0,4,1.4
CC(NC(=O)C1CCCN1C(=O)c1cccs1)c1ccc(Cl)cc1Cl (stereo unspecified),-1,3,0.2
NC(=S)NN=Cc1ccc(OC(=O)COc2cc(Cl)c(Cl)cc2Cl)cn1,-3,-7,12*
COc1cccc(N2CCN(C(=O)c3cccc(S(=O)(=O)N4CCCC4)c3)CC2)c1,-1,-2,0.8
CC1=C(C(=O)N(C)C)CC(CC(=O)NC2CC2)C(=O)N1Cc1ccc(C(C)(C)C)cc1 (stereo unspecified),3,-1,0.1
Cc1csc(=O)n1CCC(=O)OCC(=O)NCc1ccccc1,0,-1,4.6
C[C@H]1CN([C@@H](C)CO)S(=O)(=O)c2ccc(Br)cc2O[C@H]1CN(C)C(=O)Nc1ccccc1F,-2,-3,1.0
CCCCCCN1C[C@@H](O)[C@H](n2cc(C3CC3)nn2)C[C@@H]1c1ccccc1,-2,-3,-0.1
COc1cc(/C=N/NC(=O)c2nnn(-c3nonc3N)c2C)ccc1OCc1ccc(Cl)cc1,0,-1,2.4
CSc1ccccc1C(=O)OCC(=O)NC1CC1,0,-1,2.6
O=C1NC(=O)C([N+](=O)[O-])=C(O)C1=O,1,-9,0.4
CCCCCCNC(=O)O[C@H]1Cn2c(=O)ccc(=O)n2[C@@H]2CN(S(=O)(=O)c3ccc(C)cc3)C[C@]12O,-18,7,0.0
O=C(NNC(=O)c1ccco1)c1ccco1,0,-2,4.2
Cn1c(SCC(=O)NC2CCCCC2)nc2c(c1=O)SCC2,-3,-5,3.1

# Compound profiles, from the list above. Values in the order: Wnt bcat act, DAGLB inh, phage Ecoli inh
# CCCCn1c(N)c(N(Cc2ccccc2OC)C(=O)C(C)Oc2cccc(Cl)c2)c(=O)[nH]c1=O (stereo unspecified) is entered as -3, 4, 1.5
# O=C(NNC(=O)c1ccco1)c1ccco1 is entered as 0, -2, 4.2
# C[C@H]1CN([C@@H](C)CO)S(=O)(=O)c2ccc(Br)cc2O[C@H]1CN(C)C(=O)Nc1ccccc1F is entered as -2, -3, 1.0

# Compound activity from PubChem.
